Assay outcomes: PubChem, several laboratories
Anthrax LF prot = blocks Bacillus anthracis lethal factor protease. multiplex microsphere protease cleavage assay, LF. 360,000 tested, 0.12% active. AID 588501. P15917. inhibition, % at 10 µM; note: plate controls were buffer without enzyme for full effect and enzyme alone for no effect
Target sequence (P15917 whole entry, looked up): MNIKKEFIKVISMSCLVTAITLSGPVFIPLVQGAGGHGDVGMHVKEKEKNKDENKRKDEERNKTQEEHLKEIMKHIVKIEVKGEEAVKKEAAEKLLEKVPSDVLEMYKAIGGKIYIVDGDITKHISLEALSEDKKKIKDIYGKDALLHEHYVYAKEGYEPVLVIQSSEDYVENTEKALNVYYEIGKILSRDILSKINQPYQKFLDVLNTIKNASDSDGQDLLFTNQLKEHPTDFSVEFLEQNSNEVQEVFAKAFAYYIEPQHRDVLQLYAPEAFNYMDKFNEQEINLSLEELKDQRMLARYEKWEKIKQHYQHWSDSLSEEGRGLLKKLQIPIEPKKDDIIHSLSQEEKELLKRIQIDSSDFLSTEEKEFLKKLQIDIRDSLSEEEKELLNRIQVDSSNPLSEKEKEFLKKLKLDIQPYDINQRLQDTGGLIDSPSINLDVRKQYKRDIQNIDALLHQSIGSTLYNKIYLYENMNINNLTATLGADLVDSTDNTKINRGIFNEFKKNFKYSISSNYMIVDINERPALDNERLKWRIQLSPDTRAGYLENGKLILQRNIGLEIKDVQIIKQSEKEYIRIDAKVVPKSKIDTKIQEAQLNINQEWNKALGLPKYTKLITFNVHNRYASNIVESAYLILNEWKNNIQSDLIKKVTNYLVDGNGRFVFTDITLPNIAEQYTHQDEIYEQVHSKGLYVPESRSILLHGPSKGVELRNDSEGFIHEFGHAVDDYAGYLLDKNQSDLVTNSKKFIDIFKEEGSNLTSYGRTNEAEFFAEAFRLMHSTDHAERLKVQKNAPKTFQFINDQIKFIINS
PfHsp40 yeast = restores yeast growth despite PfHsp40 toxicity. S. cerevisiae expressing PfHsp40, growth rescue, ATP luminescence. growth rescue, % at 12.5 µM. 340,000 tested, 0.68% active. AID 504582; in the data active = growth rescue above about 28%, passing the limit was not always enough; inconclusive = no clear call, values can overlap the other calls;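 note: yeast W303a lacking pdr1 and pdr3 grown in galactose medium; growth measured after three days at 30 °C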
CCHFV vOTU inh = CCHFV vOTU protease inhibition | 370,000 tested, 0.55% active | Pep-AMC fluorescence | inhibition, % at 11.5 µM | AID 651958; in the data active = inhibition above about 30%; note: 0% = vehicle wells with enzyme and 100% = no enzyme wells
Yp Topo-I inh = Y. pestis Topo-I inhibition via cleavage products; Y. pestis Topo-I cleavage product accumulation, plate reader; 360,000 tested, 0.064% active; activity, % at 10 µM; in the data active = activity above about 50%, passing the limit was not always enough; inconclusive = no clear call, values can overlap the other calls; note: inactives centre near 2
BH1578 lux ind = quorum light induction in luxS cqsA deficient V. cholerae; 350,000 tested, 0.16% active; activation, % at 18.7 µM; AID 588436; V. cholerae BH1578 lux reporter, luminescence, 6 h; in the data active = activation mostly above about 9.7%, no sharp cut-off; inconclusive = no clear call, values can overlap the other calls; inactive = mostly below about 3.7%; note: not every result past the cut was called active; inactives centre near 0; reference of the scale not given here
DUSP3 inh = DUSP3 (human) phosphatase inhibition; P51452; recombinant VHR phosphatase, pNPP absorbance; inhibition, % at 13.3 µM; 290,000 tested, 0.52% active; AID 1654; in the data active = inhibition above about 50%; note: some compounds called inactive have numbers as strong as hits
Target sequence (P51452 whole entry, looked up): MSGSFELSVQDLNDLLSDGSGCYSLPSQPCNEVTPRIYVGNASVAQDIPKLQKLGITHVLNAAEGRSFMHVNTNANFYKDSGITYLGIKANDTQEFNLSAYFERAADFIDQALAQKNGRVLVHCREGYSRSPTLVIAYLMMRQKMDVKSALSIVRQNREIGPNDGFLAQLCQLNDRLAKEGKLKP
TcdB inh = TcdB glycohydrolase inhibition; AID 652162; inhibition, % at 9.99 µM; TcdB glycohydrolase enzymatic assay, plate reader; 350,000 tested, 0.24% active; in the data active = inhibition above about 10%
BoNT A protease = blocks Botulinum neurotoxin A light chain protease | 360,000 tested, 0.17% active | inhibition, % at 10 µM | multiplex microsphere protease substrate cleavage, flow cytometry; note: plate controls were buffer without enzyme for full effect and enzyme alone for no effect
SSB-PriA inh = inhibitors of Klebsiella pneumoniae PriA binding to SSB C-terminal tail; AlphaScreen SSBct-PriA binding, biotinylated peptide; inhibition, % at 33 µM; 430,000 tested, 0.6% active; AID 1272365; in the data active = inhibition mostly above about 37%, no sharp cut-off; inactive = mostly below about 20%;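 note: plate controls were negative control peptide for no effect and reference peptide for full effect; strong numbers were not always called active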
3CLpro inhibitor = SARS-CoV 3CLpro protease inhibition; P0C6X7; recombinant SARS-CoV 3CLpro, quenched FRET peptide cleavage; inhibition, % at 6 µM; 290,000 tested, 0.14% active; in the data active = inhibition above about 12%
* = called active by the depositor; i = inactive; u = inconclusive; x = not tested or not shown. Cut-off read from the data, not from the text of the source, unless noted: active = inhibition above about 30%; inconclusive = no clear call, values can overlap the other calls; inactive = below that. Only part of the results is shown; rates above refer to the full screens.

The line under a structure holds: Anthrax LF prot	PfHsp40 yeast	CCHFV vOTU inh	Yp Topo-I inh	BH1578 lux ind	DUSP3 inh	TcdB inh	BoNT A protease	SSB-PriA inh	3CLpro inhibitor
COc1ccc(C(=O)NC(=S)NCc2ccco2)cc1OC
→ -7	2.7	7	-2	i	-15	x	-0.4	8	0
COc1ccc(N2CCN(S(=O)(=O)c3ccc(OC)cc3)CC2)cc1
→ 4	2.7	15	4	i	4	0.8	u	6	-3
COc1cc(/C=C2/NC(=O)N(Cc3ccccc3F)C2=O)ccc1O
→ 3	-0.7	14	-5	-0.2	7	2.0	-0.7	-3	-4
OC(CNCC1(N2CCCCC2)CCCCC1)COc1ccc(Cl)cc1Cl (stereo unspecified)
→ -6	-1.0	-6	43	-0.8	14	1.5	-0.9	3	2
COc1ccc(CCNC(=O)c2cc(=O)c3ccc(C)cc3o2)cc1OC
→ 3	0.1	2	5	0.4	13	0.8	-1.3	-4	-2
O=C(c1ccccc1Sc1c(Cl)cccc1[N+](=O)[O-])N1CCOCC1
→ -2	-0.2	5	8	-0.7	10	0.3	-0.3	16	6
Cc1ccccc1-n1c(C)cc(/C=N/Nc2ccc([N+](=O)[O-])cn2)c1C
→ -5	11	21	-23	i	15	x	-0.3	x	0
COc1cccc(OCCCOc2ccccc2C(C)C)c1
→ -2	2.1	-1	19	-0.3	24	0.5	0.4	-29	-1
CC(C)NC(=O)CSc1nnc(-c2ccc(C(C)(C)C)cc2)n1C
→ -1	0.0	-3	1	-0.3	40	0.7	-0.6	-3	2
Cc1ccc2[nH]c(C(=O)NN=C3CCCCC3)c(-c3ccccc3)c2c1
→ 0	3.9	0	6	i	-3	0.8	-0.2	2	-2
Cc1ccc2[nH]c(O)c(N=Nc3nc4ccccc4s3)c2c1
→ -2	0.5	7	-5	-0.4	-7	2.0	-1.2	-13	4
COc1ccccc1-c1sc2ccccc2c1-c1ccc2c(c1)OCCO2
→ -7	0.6	6	-13	i	x	2.8	-0.5	-28	x
O=C(CNC(=O)c1ccco1)NCC(=O)OCc1ccc(Cl)cc1Cl
→ 9	0.2	8	3	i	39	0.6	-0.2	-17	0
CC(=O)N(Cc1cc(=O)[nH]c2ccccc12)c1ccc(C)cc1
→ 2	-0.5	13	7	x	8	x	0.1	5	-2
COc1ccc(N2C(=O)CC(N(CCc3ccccc3)C(=O)/C=C/C(=O)O)C2=O)cc1 (stereo unspecified)
→ 0	-0.6	-9	6	-0.3	3	1.0	-0.8	-4	0
O=C(O)c1ccccc1C(=O)NCc1ccccc1
→ 0	0.9	2	3	-0.5	26	x	-0.5	-13	1
COC(=O)C1CN(Cc2ccccc2)C(=O)C1=O (stereo unspecified)
→ -17	-0.6	-8	8	-1.7	x	1.9	-0.1	-16	x
Cn1c(O)c(N=NC(=O)Cc2c[nH]c3ccccc23)c2ccccc21
→ -4	1.0	0	14	x	x	0.7	0.0	1	x
O=C1C(Cl)=C(NCc2ccco2)C(=O)c2ccccc21
→ -4	u	107*	-3	x	x	0.3	-0.1	12	x
COc1ccc(S(=O)(=O)N2CCN(C(=O)[C@H](Cc3ccccc3)NC(=O)c3ccco3)CC2)cc1
→ x	0.9	-3	1	i	x	0.9	x	6	x

Other compounds follow:
The line under a structure holds: Anthrax LF prot	PfHsp40 yeast	CCHFV vOTU inh	Yp Topo-I inh	BH1578 lux ind	DUSP3 inh	TcdB inh	BoNT A protease	SSB-PriA inh	3CLpro inhibitor
COC(/C=C/Nc1ccc(Br)cc1)=C(C#N)C#N
→ -1	1.2	-2	3	-1.9	0	-2.5	0.1	-16	-6
CCC(=O)NC1=C(Cl)C(=O)C(NC(=O)CC)=C(Cl)C1=O
→ -4	-2.0	97*	-9	0.7	31	1.4	1.0	-17	-2
CCN(CC)S(=O)(=O)c1ccc(O)c(C(=O)OCC(=O)Nc2ccc(OC(F)(F)F)cc2)c1
→ -1	-0.5	-1	-2	-0.3	26	2.9	-1.1	-1	0
COc1ccc(C2=NN(C(C)=O)C(c3cccs3)C2)cc1OC (stereo unspecified)
→ 0	-1.0	-4	-5	-0.2	24	0.1	-4.6	-4	-6
Cc1cccn2cc(CCNS(=O)(=O)c3cccc([N+](=O)[O-])c3)nc12
→ 3	-1.7	0	-12	0.5	-7	1.3	0.7	-2	2
CCn1c(SCC(=O)O)nnc1-c1ccccc1
→ -6	-1.9	-9	0	i	-4	x	-1.0	2	0
Cc1ccccc1-n1c(C)nnc1SCC(=O)NNC(=O)c1ccccc1
→ 0	-2.2	0	-5	-0.3	19	1.1	0.0	-8	-1
CC(C)[C@H](NC(=O)N1CC(=O)Nc2ccccc21)C(=O)N[C@@H](Cc1c[nH]c2ccccc12)C(=O)O
→ 6	-2.5	-1	-6	-0.7	1	1.1	-0.1	-11	3
Cc1c(OCC(=O)NC(Cc2ccc(Cl)cc2)C(=O)O)ccc2c1oc(=O)c1ccccc12 (stereo unspecified)
→ -6	1.6	-21	16	-0.7	25	2.1	-0.7	-14	6
CCOc1ncccc1C(=O)Nc1ccc(F)cc1
→ -1	-1.2	6	1	-0.2	17	0.7	0.2	-9	0
CC1(C)CC(=O)C2=C(C1)OC(N)=C(C#N)C2CCc1ccccc1 (stereo unspecified)
→ 0	-0.1	8	7	-0.5	22	x	0.1	1	0
COc1ccc(CCNC(=O)NC2CCCCC2)cc1OC
→ u	0.3	-7	6	-0.3	5	x	-1.3	-10	-5
COc1ccc(CNCCc2ccccc2F)c(OC)c1C
→ -6	-0.9	8	6	i	12	-0.2	0.5	0	-2
CCCNC(=O)c1ccc(N2CCC3(CC2)CC(c2cccc(Br)c2)=NO3)c(N)c1
→ -3	4.6	18	23	-0.6	x	0.7	-0.2	3	x
COc1ccc(-c2noc(CCC(=O)N3CCN(c4ccc(C(F)(F)F)cc4)CC3)n2)cc1
→ 0	-0.7	-4	-1	1.0	x	4.8	0.1	-3	x
COc1ccc(CC2(CO)CCN(Cc3cnn(-c4ccccc4OC)c3)CC2)cc1
→ -3	-1.0	6	-4	0.2	5	-1.6	-0.6	8	3
CCn1cc(CCCC(=O)NCc2cccc(OC)c2)c2ccccc21
→ -14	3.1	5	33	-0.6	-25	1.4	-2.1	-2	1
O=C(NC1CCN(c2ncccn2)CC1)c1c(F)cccc1F
→ 7	0.5	-6	4	-0.6	-32	0.3	3.6	-19	-1
C=CCOc1nc(N2CCCC2)nc(N2CCCC2)n1
→ -3	0.3	0	10	-0.3	-6	x	0.4	-6	3
O=C(Cc1ccccc1)N1CCN(S(=O)(=O)c2ccc([N+](=O)[O-])cc2)CC1
→ -8	-0.2	3	0	-0.5	0	0.5	-0.5	-19	4

Ordered by molar mass (smallest number first): part of the list above
The line under a structure holds: Anthrax LF prot	PfHsp40 yeast	CCHFV vOTU inh	Yp Topo-I inh	BH1578 lux ind	DUSP3 inh	TcdB inh	BoNT A protease	SSB-PriA inh	3CLpro inhibitor
CCC(=O)NC1=C(Cl)C(=O)C(NC(=O)CC)=C(Cl)C1=O
→ -4	-2.0	97*	-9	0.7	31	1.4	1.0	-17	-2
Cc1ccccc1-n1c(C)nnc1SCC(=O)NNC(=O)c1ccccc1
→ 0	-2.2	0	-5	-0.3	19	1.1	0.0	-8	-1
Cc1c(OCC(=O)NC(Cc2ccc(Cl)cc2)C(=O)O)ccc2c1oc(=O)c1ccccc12 (stereo unspecified)
→ -6	1.6	-21	16	-0.7	25	2.1	-0.7	-14	6
CCCNC(=O)c1ccc(N2CCC3(CC2)CC(c2cccc(Br)c2)=NO3)c(N)c1
→ -3	4.6	18	23	-0.6	x	0.7	-0.2	3	x
CC(C)[C@H](NC(=O)N1CC(=O)Nc2ccccc21)C(=O)N[C@@H](Cc1c[nH]c2ccccc12)C(=O)O
→ 6	-2.5	-1	-6	-0.7	1	1.1	-0.1	-11	3
CCN(CC)S(=O)(=O)c1ccc(O)c(C(=O)OCC(=O)Nc2ccc(OC(F)(F)F)cc2)c1
→ -1	-0.5	-1	-2	-0.3	26	2.9	-1.1	-1	0

Further results follow:
The line under a structure holds: Anthrax LF prot	PfHsp40 yeast	CCHFV vOTU inh	Yp Topo-I inh	BH1578 lux ind	DUSP3 inh	TcdB inh	BoNT A protease	SSB-PriA inh	3CLpro inhibitor
Cc1coc2cc3oc(=O)c(CCC(=O)NCc4ccccn4)c(C)c3cc12
→ 7	-0.4	-10	8	-0.4	25	0.8	-1.0	-15	-5
CN1/C(=C\C(=O)c2oc3ccccc3c2N)C(C)(C)c2ccccc21
→ -2	1.3	6	-2	-0.4	-2	x	0.3	-3	-3
COc1cccc(C(=O)CSc2nnc(-c3cccs3)o2)c1
→ -1	-2.4	13	-15	i	0	x	0.0	1	1
Cc1ccc(OC(=O)c2sc(Cl)nc2C)cc1C
→ -5	-0.4	9	-4	-0.7	4	-0.5	-0.6	-8	0
CN(Cc1cccc([N+](=O)[O-])c1)Cc1cccc2ccccc12
→ -5	-0.1	16	2	i	-7	1.2	-5.6	-3	1
COc1ccccc1C(=O)Oc1ccc(C(C)C)cc1
→ -3	-0.3	-8	33	-7.1	12	1.9	0.1	-32	-2
CCc1nc2c(OCc3ccc(F)c(F)c3)cccn2c1N(C)C(=O)c1ccc(OC)cc1
→ -9	x	18	20	i	x	-0.1	0.3	x	x
Cn1cccc1C(C#N)(CC#N)c1cccc(F)c1C#N (stereo unspecified)
→ 1	0.9	-4	-5	1.5	12	4.7	0.1	-9	-4
COC(=O)CNC(=O)Cc1c(C)n(C(=O)c2ccc(Cl)cc2)c2ccc(OC)cc12
→ -1	6.9	11	34	i	14	-0.2	-0.3	-10	1
CCOC(=O)C1=C(Nc2cccc(Cl)c2)OCC1=O
→ 0	0.3	5	-3	i	23	x	-0.6	-4	6
CCCc1[nH]nc2c1C(Cc1ccccc1)C(C#N)=C(N)O2 (stereo unspecified)
→ 1	-2.2	-3	10	i	10	x	-0.9	-11	-9
CC(=O)c1c(C)[nH]c(C(=O)OCC(=O)NCCc2ccc(F)cc2)c1C
→ -2	-0.6	1	-2	-0.3	18	x	0.3	-1	-5
CCNC(=S)Nc1ccc(Cl)c([N+](=O)[O-])c1
→ 3	-0.8	-9	-3	-0.2	-4	-0.2	-0.6	7	-3
COc1ccccc1N(CC(=O)Nc1ccccc1C(F)(F)F)S(=O)(=O)c1cccs1
→ 0	0.1	14	14	-8.0	x	-4.9	-1.7	2	x
CC1CCCN(C(=O)c2ccc(S(=O)(=O)N3CCC(c4nc5ccccc5s4)CC3)cc2)C1 (stereo unspecified)
→ -3	0.8	-15	3	i	x	x	-1.0	-1	-8
COc1ccc(CCNC(=O)C(=O)N/N=C/c2cccs2)cc1OC
→ -3	0.0	10	1	-0.2	13	0.4	-1.4	x	-1
CC(C)n1cc(/C=C2/NC(=O)N(c3cccc(Cl)c3)C2=O)c2ccccc21
→ -2	0.1	3	-10	i	18	x	-1.2	-4	-4
NC(=O)C1CCN(c2nc(-c3ccccc3C(F)(F)F)cs2)CC1
→ -1	-1.9	-5	-7	0.7	x	x	-1.0	3	x
COC(=O)C1CN(C(=O)COc2cc(C)c(Cl)c(C)c2)c2ccccc2O1 (stereo unspecified)
→ -4	1.1	6	25	-8.3	x	-0.9	-3.4	6	2
CCc1ccc(NC(=O)CSc2nc3ccccc3nc2N2CCCC2)cc1
→ 16	-0.3	-1	29	i	13	0.2	19	-50	3
Cn1c(CNC(=O)c2ccc3c(c2)OCO3)nnc1SCC(=O)Nc1ccc(F)cc1
→ 0	-0.3	5	5	-0.1	2	0.1	1.5	-10	-3
CC(C)C(C(=O)NC1CCCCC1)N(CC1CCCO1)C(=O)CNS(=O)(=O)c1ccc(F)cc1 (stereo unspecified)
→ 0	-0.2	4	-13	i	13	x	0.0	3	-1
Oc1ccc(CN2CCN(c3ncccn3)CC2)cc1
→ 16	-0.6	22	-1	-0.2	9	1.1	-3.2	-8	-2
